TexasRed fluor – alters Texas Red total fluorescence, flagging assay interference | TRb/SRC2 Texas Red total fluorescence interference | Potency, µM (titrated, usually from 106 µM), without a hit: at the top dose fluorescence change, negative = quenching | hit rate 0.29% among 280,000; active = well fitted curve in either direction with a large enough effect; inconclusive = small, poorly fitted or top-dose-only effect; note: % is set by controls: 0 for no effect and ±100 for the full control effect
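Flags fluorescent or light-absorbing compounds by total fluorescence, S + 2P, at 555 nm excitation and 632 nm emission. Mixture: 20 nM Texas Red SRC2 peptide, 0.6 uM human TRb LBD, 1 uM T3, 5% DMSO; compound exposure 5 h at ambient temperature.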
Tau fluor cs – counter-screen for tau fibril formation inhibitors. tau K18 P301L Alexa594 fluorescence, heparin fibrillization. Potency, µM (top dose mostly 57.7 µM), for the others: at the top dose activity change, negative = decrease. hit rate 0.93% among 280,000; note: % is set by controls: 0 for no effect and ±100 for the full control effect; nearly all actives have a fitted effect of over 55% in size
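Human K18 P301L tau (15 uM unlabeled plus 0.24 uM Alexa 594-labeled, final) in 100 mM sodium acetate pH 7 was mixed with compound and 20 uM heparin and incubated 6 hr at 37 C.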
Tau fibril FP – tau fibrillization inhibition (FP). P10636. K18 P301L tau heparin fibrillization, Alexa594 FP, 6 h. Potency, µM (titrated, usually from 57.7 µM), inactives show at the highest dose activity, negative = inhibition, most hits filed as inhibitors. hit rate 0.39% among 280,000; note: % is set by controls: 0 for no effect and ±100 for the full control effect; nearly all actives have a fitted effect of over 55% in size
Target sequence (P10636 561-689 P618L limits assumed): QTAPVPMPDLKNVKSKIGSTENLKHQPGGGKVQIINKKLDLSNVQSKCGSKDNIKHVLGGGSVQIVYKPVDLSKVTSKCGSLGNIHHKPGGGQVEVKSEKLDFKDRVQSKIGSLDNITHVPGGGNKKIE
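Human tau K18 […] P301L fragment, 15 uM unlabeled plus 0.24 uM Alexa 594-labeled tau (final), with compound and 20 uM heparin in 100 mM sodium acetate pH 7; 6 hr at 37 C, then Alexa 594 FP read.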
Tau fibril ThT – inhibitors of human tau fibril formation, thioflavin T binding; recombinant tau K18 P301L (four-repeat tau fragment), heparin-induced fibrillization, ThT fluorescence; P10636; hit rate 2.1% among 270,000; Potency, µM (top dose mostly 57.4 µM), for the others: top-dose activity, negative = inhibition, most hits filed as inhibitors; note: % is set by controls: 0 for no effect and ±100 for the full control effect; nearly all actives have a fitted effect of over 55% in size
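Tau K18 P301L fragment (15 uM unlabeled plus 0.24 uM Alexa 594-labeled) in 100 mM sodium acetate pH 7 with compound, fibrillization induced by 20 uM heparin for 6 hr at 37 C. Thioflavin T (30 uM) added, fluorescence read after 1 hr (ex 450, em 510 nm).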
RECQ1 inh – inhibitors of human RECQ1 DNA helicase; P46063; RECQ1 DNA unwinding, red fluorescence kinetic read; Potency, µM (top dose mostly 57.3 µM), for the others: at the top dose activity, negative = inhibition, actives largely listed as inhibitors; hit rate 0.54% among 240,000;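 note: plate controls were vehicle for no effect and no enzyme for full effect; nearly all actives have a fitted effect of over 30% in size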
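RECQ1T1 50 nM; forked duplex (20 bp + 30-nt ss tails) 200 nM, ATP 2 mM final; pH 8.0, 2 mM MgCl2, 2.5 ug/ml poly(dI-dC); 15 min compound preincubation; discontinuous kinetic read over 2 h at RT.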
L3MBTL1 block – L3MBTL1 (human) inhibition; AlphaScreen L3MBTL1–H3K9me1 peptide binding; Potency, µM (top dose mostly 57.1 µM), for inactives: at the top dose activity, negative = inhibition, actives largely listed as inhibitors; hit rate 0.66% among 230,000; note: % is set by controls: 0 for no effect and ±100 for the full control effect; nearly all actives have a fitted effect of over 60% in size
Target sequence (Q9Y468 whole entry, looked up): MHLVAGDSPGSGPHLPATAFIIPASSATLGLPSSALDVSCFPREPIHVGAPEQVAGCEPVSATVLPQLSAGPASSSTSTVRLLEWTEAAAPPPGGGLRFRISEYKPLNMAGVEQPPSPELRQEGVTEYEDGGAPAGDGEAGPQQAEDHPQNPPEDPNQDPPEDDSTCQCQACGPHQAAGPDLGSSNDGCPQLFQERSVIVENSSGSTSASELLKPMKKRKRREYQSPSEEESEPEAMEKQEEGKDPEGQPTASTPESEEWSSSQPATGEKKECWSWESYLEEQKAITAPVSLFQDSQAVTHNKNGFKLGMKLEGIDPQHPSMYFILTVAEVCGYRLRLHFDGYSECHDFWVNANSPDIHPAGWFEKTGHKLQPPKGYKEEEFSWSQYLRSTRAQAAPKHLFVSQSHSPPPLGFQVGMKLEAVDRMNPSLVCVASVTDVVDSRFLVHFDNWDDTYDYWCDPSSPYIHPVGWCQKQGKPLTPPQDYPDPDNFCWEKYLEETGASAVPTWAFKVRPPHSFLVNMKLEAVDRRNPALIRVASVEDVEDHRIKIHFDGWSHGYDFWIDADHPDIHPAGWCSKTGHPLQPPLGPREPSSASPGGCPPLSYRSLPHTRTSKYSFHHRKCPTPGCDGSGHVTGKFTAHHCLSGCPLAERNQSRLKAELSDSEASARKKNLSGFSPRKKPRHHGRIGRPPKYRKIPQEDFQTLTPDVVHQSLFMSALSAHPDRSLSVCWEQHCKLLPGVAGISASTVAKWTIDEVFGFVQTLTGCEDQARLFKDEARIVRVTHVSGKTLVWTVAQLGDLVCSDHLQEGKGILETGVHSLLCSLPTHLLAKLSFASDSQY
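L3MBTL1 (50 nM) pre-complexed 30 min with biotinylated H3(1-15)K9me1 peptide (75 nM), then compounds added for 30 min at room temperature; AlphaScreen streptavidin donor/nickel chelate acceptor beads (10 ug/mL final) read after 30 min dark incubation.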
TRb-SRC2 inh – disrupts binding of human TR beta to SRC2. P10828. TRbeta-SRC2 peptide binding, fluorescence polarization; receptor liganded with 1 µM T3. Potency, µM (series often up to 106 µM), without a hit: at the highest dose activity change, negative = inhibition, hits mostly inhibitors. hit rate 0.065% among 280,000. AID 1469;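 note: plate controls were bound peptide for no effect and peptide without receptor for full effect; nearly all actives have a fitted effect of over 50% in size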
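TRb LBD 0.6 uM + Texas Red SRC2 peptide 20 nM, 1 uM T3, Tris buffer w/ 5% DMSO; compound pinned, 5 h RT; FP read ex 555/em 632; normalized to unbound and bound controls.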
HTT cytoprotect – cytoprotection in Huntington HTT-Q103 PC12 cell model; PC12 HTT-Q103 induced, cytoprotection, ATP luminescence, 40 h; Potency, µM (series often up to 56.4 µM), for inactives: cytoprotection (ATP increase), usual class: activators; hit rate 0.14% among 230,000;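 note: % of control where 0% means no effect; nearly all actives have a fitted effect of over 45% in size; toxic huntingtin expression switched on by the ecdysone agonist tebufenozide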
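Huntington model: PC12 line, ecdysone-inducible HTTQ103 exon1–GFP, tebufenozide 100 nM. Test articles in a dose series. Endpoint luminescence from cellular ATP.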
Starred values were filed as active, the others as inactive; i = inactive; ? = inconclusive; · = no result given; & = joins results of further samples; [ ] = another dose, or the depositor's remark. Unless noted, calls come from the whole dose curve; as a rule, active = well fitted curve in the direction sought with a large enough effect; inconclusive = small, poorly fitted or top-dose-only effect, or another doubt; inactive = no such curve, though single readings can be large; an effect the other way counts as inactive or inconclusive. Potency is the fitted concentration of half-maximal effect. Some of the compounds tested; rates above refer to the full screens.

SMILES	TexasRed fluor	Tau fluor cs	Tau fibril FP	Tau fibril ThT	RECQ1 inh	L3MBTL1 block	TRb-SRC2 inh	HTT cytoprotect
Cc1c(C(=O)Nc2cccc([N+](=O)[O-])c2)csc1-c1ccccc1	-2%	?	-8%	-5%	i	-6%	-5%	-41%[inhibitor]
Nc1nc2c(ncn2[C@@H]2O[C@H](CO)[C@@H](O)[C@H]2O)c(=O)[nH]1	-1%	-3%	-8%	2%	?	·	1%	-3%[1.9 µM]
Cc1ccc(N2C(=O)N(Cc3cccc(Cl)c3)c3ccccc3S2(=O)=O)cc1	-2%	?	-11%	-17%	·	·	6%	·
CCCCCCOc1ccc(C(CC(=O)O)C(N)=O)cc1 (centres undefined)	-2%	-1%	2%	-7%	-7%	1%	0%	-27%
Cc1ccc(S(=O)(=O)NC2=NCN(CCN3CCOCC3)CN2)cc1	0%	0%	-3%	-1%	i	0%	-9%	-22%[0.074 µM]
Cc1cc(C)nc(-n2ncc3c2CC(c2ccccc2)CC3=O)n1 (centres undefined)	-2%	-4%	1%	1%	1%	-9%	9%	15%[10 µM]
Cc1nn(C)c(C)c1/C=N/O	-1%	-9%	-3%	-6%	-15%	·	-17%	5%
CCCCc1nn2c(=O)cc(COC(=O)c3ccc(NC(=O)c4cccs4)cc3)nc2s1	-1%	8%	-4%	8%	·	·	-10%	·
C/C(CC(=O)Nc1ccc(N(C)C)cc1)=N\NC(=O)c1ccccn1	1%	-22%	9%	?	i	-9%	-2%	-28%
COC(=O)c1sc(OC)cc1OCc1ccc(C)cc1	0%	-5%	?	1%	i	·	-2%	-13%
CN(C)C(=O)CCc1nc(-c2ccc(C(C)(C)C)cc2)no1	-1%	-12%	-7%	-11%	22%	2%	15%	-11%[0.074 µM]
O=C(NCC(=O)N1CCN(S(=O)(=O)c2cccs2)CC1)c1ccc(Cl)cc1	-1%	2%	0%	-1%	-2%	5%	-1%	-29%

4 of these compounds, set out differently.
Second line of a record: TexasRed fluor	Tau fluor cs	Tau fibril FP	Tau fibril ThT	RECQ1 inh	L3MBTL1 block	TRb-SRC2 inh	HTT cytoprotect
> Cc1nn(C)c(C)c1/C=N/O
  -1%	-9%	-3%	-6%	-15%	·	-17%	5%
> CCCCc1nn2c(=O)cc(COC(=O)c3ccc(NC(=O)c4cccs4)cc3)nc2s1
  -1%	8%	-4%	8%	·	·	-10%	·
> C/C(CC(=O)Nc1ccc(N(C)C)cc1)=N\NC(=O)c1ccccn1
  1%	-22%	9%	?	i	-9%	-2%	-28%
> COC(=O)c1sc(OC)cc1OCc1ccc(C)cc1
  0%	-5%	?	1%	i	·	-2%	-13%

Remaining list, next part
SMILES	TexasRed fluor	Tau fluor cs	Tau fibril FP	Tau fibril ThT	RECQ1 inh	L3MBTL1 block	TRb-SRC2 inh	HTT cytoprotect
CC1Nc2nc(NC(=O)C(C)(C)C)[nH]c(=O)c2N(C)C1C (centres undefined)	-3%	-4%	3%	-6%	-12%	3%	2%	·
Cc1cc(/C=C2/C(=O)NN(c3ccccc3)C2=O)c(C)n1-c1cccc(O)c1	-28%	?	10%	13µM*	-7%	?	-2%	5%[10 µM]
N#Cc1cc2c(=O)n3ccccc3nc2n(CCCN2CCOCC2)c1=O	-6%	-2%	-1%	-13%	-8%	-8%	-17%	-10%
CN(C)CCCOC(=O)c1ccc(Cl)cc1Cl	0%	-1%	-9%	-2%	-13%	·	-7%	-1%
C(=N\Nc1nc2ccccc2s1)/c1ccc2c(c1)OCO2	1%	?	14%	?	13%	-1%	-15%	-22%[10 µM]
Cc1ccc(Nc2c(-c3cccc(Cl)c3)nc3cccc(C)n23)cc1	1%	?	12%	?	·	·	7%	·
CC(=O)Nc1ccc(-c2nnc(SCC(=O)c3ccc4c(c3)Cc3ccccc3-4)n2C)cc1	2%	-4%	-4%	?	12%	-6%	3%	-31%
CC(C(=O)N1CCN(c2ccc(Cl)cc2)CC1)c1ncc(C(F)(F)F)cc1Cl (centres undefined)	2%	-8%	-3%	-13%	6%	1%	4%	-14%
CCOC(=O)c1ccc(NC(=O)C2CC(=O)N=C(N)S2)cc1 (centres undefined)	-3%[53 µM]	-3%	5%	-3%	i	-5%	7%[53 µM]	11%[10 µM]
Cc1ccc(N2C(=O)CC(Nc3cccc4ccccc34)C2=O)cc1 (centres undefined)	-5%	-20%	4%	·	-3%	·	-1%	-4%[10 µM]
CCOc1cc2[nH]c(=O)n(CCCCC(=O)N3CCN(c4ccccc4OC)CC3)c(=O)c2cc1OCC	0%	-11%	-3%	-3%	·	·	-3%	·
COc1ccc(NC(=O)NCc2ccco2)c(OC)c1	-5%	1%	7%	5%	-5%	-7%	0%	2%
Cc1oc(-c2ccc(Cl)cc2)nc1CS(=O)CC(=O)NCCCN(C)C1CCCCC1 (centres undefined)	2%	-2%	2%	-9%	-1%	·	2%	-25%
Fc1ccc(C2=CC(c3cccs3)n3nnnc3N2)cc1 (centres undefined)	-1%	-8%	-8%	·	0%	·	-11%	-12%[10 µM]
O=C(c1ccc(S(=O)(=O)Nc2ccc(F)cc2)cc1)N1CCN(c2ccccn2)CC1	-1%	-12%	-8%	4%	-1%	-3%	2%	-39%[inhibitor]
COc1ccc(C(=O)C[n+]2cccc(Br)c2)cc1	-1%	-14%	-2%	-16%	-15%	2%	5%	0%[10 µM]
Cn1c(=O)cc(SCC(=O)Nc2cccc(C#N)c2)c2ccc(Cl)cc21	0%	-16%	?	13%	·	·	-4%	·
Cc1cc(C)c(C#N)c(SCc2ccccc2C)n1	-1%	-12%	-6%	-9%	-7%	83%[activator]	0%	·
CCCSc1nnc(NC(=O)Nc2ccc(C)cc2)s1	0%	?	?	-6%	-3%	-5%	-5%	32%[10 µM]
CC(=O)NCc1cccc(CNC(C)=O)n1	1%	7%	15%	-1%	-7%	1%	8%	-10%[10 µM]
COc1ccc(-c2nn3c(-c4ccc(C)cc4)nnc3c3ccccc23)cc1	-14%	-11%	8%	-16%	·	·	7%	·
COc1ccc(NC(=O)CSc2nc3c([nH]c4ccccc43)c(=O)n2C)cc1	-1%&-2%	-12%&-7%	?	-3%&5%	i	14%	-1%&0%	-47%
CCC(C)C(NS(=O)(=O)c1ccc(C)cc1)C(=O)O (centres undefined)	0%	-1%	3%	-7%	-4%	·	-3%	-13%
O=S(=O)(c1ccc2nc(Cc3ccccc3)[nH]c2c1)N1CCOCC1	0%	-6%	-2%	-10%	14%	·	-7%	-4%[10 µM]
CC(C)OCCCNC(=O)c1ccc(CS(=O)(=O)Cc2ccccc2F)o1	-1%	-6%	12%	-6%	-4%	-6%	3%	-11%
COc1cc(C(=O)OC(C)C(=O)N2CCc3ccccc3C2)ccc1OCC(=O)N1CCOCC1 (centres undefined)	-3%	-11%	-7%	-8%	0%	·	-5%	-25%[10 µM]
CCN(CC)S(=O)(=O)c1ccc(Cl)c(NC(=O)c2ccncc2)c1	0%	5%	3%	-2%	23%	4%	-8%	-6%[10 µM]
O=C(NCc1ccccc1)c1ccc(COCC(F)(F)F)o1	-1%	-8%	-2%	-21%	-1%	6%	-7%	11%[10 µM]
CCOc1ccccc1CN(CCc1ccc2c(c1)OCO2)Cc1ccccn1	1%	-2%	-4%	-7%	-2%	-14%	3%	-19%
COc1ccccc1C(=O)Nc1ccc(OCc2cc(=O)n3cc(C)sc3n2)cc1	-1%	4%	-11%	?	·	·	0%	·
Cc1cccc(Oc2ncnc(N)c2[N+](=O)[O-])c1	-1%	-18%	?	?	-1%	4%	-13%	2%[10 µM]
Cc1cc(Cl)cc(Cl)c1OCCCCN(C)C	0%	-15%	-13%	-9%	-1%	2%	-1%	10%[10 µM]
CC(=O)Nc1ccc(-c2csc(NCc3ccco3)n2)cc1	-2%	?	-2%	?	-6%	13%	13%	16%[10 µM]
CC(=O)c1cccc(NC(=O)C2C3C=CC(C3)C2C(=O)O)c1 (centres undefined)	-2%	-4%	6%	-5%	i	13%	1%	19%[10 µM]
O=C(/C=C/c1ccccc1)Nc1scc(-c2ccccc2)c1C(=O)O	-4%	-21%	7%	?	15%	-7%	6%	-134%[inhibitor]
Cc1ccc(CNC(=O)CCc2nnc(Cc3ccc(-c4ccccc4)cc3)o2)o1	0%	2%	-8%	-16%	4%	-5%	11%	-7%[10 µM]
COC(=O)c1ccccc1NC(=O)Nc1cccs1	0%	-15%	-11%	?	-4%	-15%	-15%	-5%[10 µM]
CC(=O)OCC(=O)[C@@]1(OC(C)=O)[C@H](C)C[C@H]2[C@@H]3C[C@H](F)C4=CC(=O)C=C[C@@]4(C)[C@]3(F)[C@H](O)C[C@@]21C	1%[53 µM]	·	·	·	-7%[25.9 µM]	·	-7%[53 µM]	11%[40.3 µM]
O=C(COC(=O)c1cc(=O)c2ccccc2o1)Nc1ccc2ccccc2c1	1%	-23%	-11%	6%	-3%	2%	-13%	14%[10 µM]
C/C(N)=C(/C#N)C(=O)COC(=O)c1cccc(C)c1O	-2%	-3%	-11%	10%	-12%	-15%	-1%	-3%[10 µM]
Cc1ccccc1-c1nc2cc(NC(=O)Cc3ccc(Cl)cc3)ccc2o1	-31%	-15%	-9%	-1%	·	·	-2%	·
CCCCOCc1cc(CN2CCN(c3cccc(Cl)c3)CC2)c(O)c2ncccc12	-1%	-19%	3%	-8%	·	·	-10%	·
COc1ccc(C(=O)COC(=O)c2cccnc2SC)cc1	-6%	-18%	7%	-15%	i	41%[activator][11.4 µM]	-4%	-9%
O=C1CCCC2=C1C1(O)C(=O)c3ccccc3C1(O)O2 (centres undefined)	1%	-15%	?	3.5µM*	0%	·	-29%	-8%[10 µM]
COc1ccc(Cl)cc1NC(=O)C(C)Sc1nncn1C (centres undefined)	0%	?	-13%	?	-1%	1%	-2%	-2%
CCOc1ccc(CCNC(=O)c2cc3n(n2)CCCN(Cc2ccc(C)cc2)C3=O)cc1OCC	1%	10%	6%	3%	·	·	1%	·

Screening data (PubChem)
